Screening results (PubChem BioAssay)
GALR2 blocker = GALR2 antagonists in receptor-expressing cells, primary screen | antagonist mode | Galanin receptor type 2 (Homo sapiens), O43603 | 140,000 compounds, 0.39% hits | inhibition, % at 4 µM; in the data active means inhibition above about 27%;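 further: cells stimulated with galanin 1-16 at roughly its EC80; 0% = agonist challenge control and 100% = basal control without agonist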
Target sequence (O43603 whole entry, looked up): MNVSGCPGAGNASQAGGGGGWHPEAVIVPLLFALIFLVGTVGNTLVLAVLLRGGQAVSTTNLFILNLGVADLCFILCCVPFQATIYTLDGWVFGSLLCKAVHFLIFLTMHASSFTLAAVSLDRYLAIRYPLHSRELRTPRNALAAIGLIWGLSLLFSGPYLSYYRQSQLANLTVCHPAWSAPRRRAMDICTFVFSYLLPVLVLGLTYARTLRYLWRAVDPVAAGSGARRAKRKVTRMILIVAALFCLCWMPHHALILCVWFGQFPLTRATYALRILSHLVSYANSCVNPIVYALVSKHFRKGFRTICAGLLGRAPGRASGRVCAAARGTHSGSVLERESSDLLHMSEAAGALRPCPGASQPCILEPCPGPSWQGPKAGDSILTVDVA
HCT116 PTEN-null = growth suppression of PTEN-null HCT116, primary screen, cell-based, CellTiter-Glo | HCT116 PTEN-null viability, 60 h; stronger effect = lower value | viability, % at 10 µM | 140,000 compounds, 1.2% hits;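 active means viability at or below a set limit, 4 SD under the median of all tested compounds, cut at about 3.7% in these data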;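 further: PTEN knockout HCT116 line with beta catenin targeted HCT116 as companion control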
Yeast life ext = compounds extending yeast replicative lifespan, primary screen, S. cerevisiae, OD615; S. cerevisiae growth with nicotinamide; deaD strain in restrictive glucose medium; inhibition of the nicotinamide effect, % at 10 µM; 130,000 compounds, 0.68% hits; AID 775, 2007;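 active means inhibition above a set limit, placed 3 SD over the median of all compounds, cut at about 26% in these data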;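 further: 0% = nicotinamide-treated wells and 100% = cells grown without nicotinamide; some compounds called inactive have numbers as strong as hits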
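assay system = DeaD-strain S. cerevisiae | buffer or medium = restrictive glucose medium | reagent = 1.5 mM nicotinamide | compound = 10 µM single point, 0.25% DMSO | incubation = 48 h compound exposure at 30 °C, humidified | signal = OD615 measurement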
Measles CPE = compounds protecting cells from measles virus cytopathic effect, primary screen, measles RdRp inhibitor project, single point, MLSMR library, absorbance; protection (pct of control), % at 4 µM; Measles virus-infected cells, CPE protection; 140,000 compounds, 1.5% hits; in the data active means protection mostly above about 24%, no sharp cut-off; inactive means mostly below about 26%; further: some compounds called inactive have numbers as strong as hits
Phagocyt inh = inhibitors of macrophage phagocytosis, primary screen, imaging, J774A.1 cells, IgG beads; J774A.1 macrophage IgG-bead phagocytosis; inhibition, % at 5 µM; 110,000 compounds, 0.07% hits;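 active means inhibition above the mean of the plate negative controls plus 5 SD, cut at about 13% in these data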;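 further: phagocytic index as fraction of beads internalized from green versus red external bead signal; plate controls were DMSO negative control for no effect and cytochalasin-D positive control for full effect; some results beyond the cut were filed as inactive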
BB579 growth dn = growth inhibitors of yeast BB579 in restrictive medium, primary screen, yeast lifespan-shortening project, S. cerevisiae; OD615, 48 h; inhibition, % at 10 µM; 140,000 compounds, 0.51% hits; AID 804, 2007;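 active means inhibition above a set limit, 3 SD over the mean compound inhibition, cut at about 44% in these data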; further: inactives centre near -24
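Test system: DeaD yeast strain BB579 / Buffer or medium: restrictive glucose-based CSMM-D medium / Doses: single 10 µM dose / Schedule: 4 h cell preincubation, 48 h compound exposure, 30 °C humidified / Technique: culture absorbance at 615 nm / Controls: amphotericin B positive control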
HCT116 bCat-KO = primary screen for growth suppressors in beta-catenin knockout HCT116 cells (colon tumor, human); HCT116 beta-catenin knockout viability, CellTiter-Glo, 60 h; stronger effect = lower value; viability, % at 10 µM; 140,000 compounds, 1.5% hits;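 active means viability at or under a set limit, the compound median less 4 SD, cut at about 6% in these data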;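 further: 0% = Hyamine 1622 control at 20 µM and 100% = untreated cell control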
MRP-1 activ = H69AR viability gain despite doxorubicin, primary screen, MRP-1 activator project, H69AR cells, CellTiter-Glo. viability rescue. viability increase, % at 10 µM. 140,000 compounds, 0.61% hits;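 active means viability gain under doxorubicin at or above a set limit, the compound median plus 3 SD, cut at about 4.7% in these data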;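 further: MRP-1 overexpressing cells given doxorubicin 25 µM after compound pretreatment; 18-22 h compound pretreatment then 72 h with doxorubicin before readout; 0% = doxorubicin-only wells and 100% = vehicle-treated cells without doxorubicin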
NPY-Y2 antag = NPY-Y2 receptor antagonists, primary screen, cell-based | NPY-Y2 expressing cells, antagonist mode | inhibition, % at 2.7 µM | 140,000 compounds, 0.99% hits | AID 793, 2007; in the data active means inhibition above about 17%;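 further: 0% = vehicle with agonist challenge and 100% = reference antagonist with challenge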
Target sequence (P49146 whole entry, looked up): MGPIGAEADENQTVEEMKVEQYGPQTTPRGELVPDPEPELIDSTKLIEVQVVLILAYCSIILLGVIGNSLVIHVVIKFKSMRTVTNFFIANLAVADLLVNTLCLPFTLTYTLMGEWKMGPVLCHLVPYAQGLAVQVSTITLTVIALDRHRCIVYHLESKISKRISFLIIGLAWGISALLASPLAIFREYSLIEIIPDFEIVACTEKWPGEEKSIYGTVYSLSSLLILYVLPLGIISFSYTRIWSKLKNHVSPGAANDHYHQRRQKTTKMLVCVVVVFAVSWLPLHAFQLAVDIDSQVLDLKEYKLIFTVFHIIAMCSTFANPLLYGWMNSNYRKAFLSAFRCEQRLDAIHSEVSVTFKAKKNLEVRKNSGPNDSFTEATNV
E-sel TNF inh = E-selectin induction blockers in HUVEC – imaging, immunofluorescence, high content, primary screen; 120,000 compounds, 0.71% hits; HUVEC TNFa-induced E-selectin immunofluorescence; inhibition, % at 2 µM;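 active means inhibition above the batch mean plus 3 SD, and confirmed as a hit on visual image review, cut at about 43% in these data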;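 further: 0% = TNF-stimulated DMSO wells and 100% = unstimulated control wells; not every result past the cut was called active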
Starred values were filed as active, the others as inactive; / = not tested or not shown.

molecule	GALR2 blocker	HCT116 PTEN-null	Yeast life ext	Measles CPE	Phagocyt inh	BB579 growth dn	HCT116 bCat-KO	MRP-1 activ	NPY-Y2 antag	E-sel TNF inh
Clc1ccccc1CN(Cc1ccccc1)C(c1cccs1)c1nnnn1C1CCCC1 (centres undefined)	-18	39	-18	5	5	-13	33	1.4	5	/
CCN(CC)c1cc(Oc2ccccc2)ncn1	-12	95	2	8	2	3	106	-2.6	7	8
O=c1[nH]c2ccc(NC(=S)Nc3ccccc3Cl)cc2[nH]1	14	90	-10	16	0	-34	92	-1.7	-4	-4
O=C(COC(=O)CCC(=O)c1cccs1)NCc1ccco1	3	93	-5	6	-1	-23	102	-2.0	1	-15
COc1ccc(CCCc2nnc(SCC(=O)Nc3nccs3)n2C)cc1C	-2	94	-7	7	-1	-78	92	-1.1	2	-20
CCOC(=O)N1CCN(CC(O)COCc2ccccc2)CC1 (centres undefined)	3	102	-1	32	-2	-7	100	-0.7	3	-6
Cc1cnc(C(=O)Nc2ccccc2F)cn1	7	105	-10	2	-1	-54	89	0.5	5	-1
CCN(CC)C(=O)CN(c1ccc(F)c(Cl)c1)S(C)(=O)=O	-11	96	1	1	0	-25	91	-0.4	-1	1
C=CCOc1c(Cl)cc(CNc2ccc(N(C)C)cc2)cc1OC	7	14	-1	5	/	-65	10	-2.4	-1	-23
COC(=O)c1cc(Br)c(=O)n(CCN2CCCCC2)c1	0	99	-20	/	0	-3	113	-0.2	1	-61
COC(=O)C(NC(=O)C(NC(=O)c1ccccc1)C(C)C)C(C)C (centres undefined)	3	77	-12	7	/	-20	83	-1.3	2	-18
COc1ccc(-c2cnn3c(N)c(S(=O)(=O)C(C)(C)C)cnc23)cc1	-13	92	30*	4	/	-2	93	2.8	1	8
CCOc1cc(CNCCc2ccccc2)ccc1OCC(=O)NC(C)(C)C	-3	94	-3	12	-11	3	67	-4.6	7	10
CCC(NC(=O)c1cccc(Cn2nc(C)c([N+](=O)[O-])c2C)c1)c1ccc(C(C)C)cc1 (centres undefined)	11	85	-29	4	0	-42	108	-2.8	0	-7
CCOc1ccc(N(CC)S(=O)(=O)c2ccc3c(c2)oc(=O)n3C)cc1	5	61	4	3	/	-16	64	-3.8	1	14

(more compounds)
molecule	GALR2 blocker	HCT116 PTEN-null	Yeast life ext	Measles CPE	Phagocyt inh	BB579 growth dn	HCT116 bCat-KO	MRP-1 activ	NPY-Y2 antag	E-sel TNF inh
Cc1cc(C)cc(N2C(=O)C3NN=C(C(=O)OCc4ccccc4)C3C2=O)c1 (centres undefined)	1	93	-2	4	/	-22	76	-2.6	1	/
O=C(NC1CCCc2ccccc21)C1CCN(S(=O)(=O)c2cccc3nonc23)CC1 (centres undefined)	-3	95	-1	18	-1	-46	95	-1.0	2	-4
Cc1cccc(OCC(=O)NNC(=O)Nc2cccc(Cl)c2)c1C	-5	101	-2	0	0	-54	87	-1.0	4	/
CCOc1ccc2[nH]c(=O)c(CN(CCN3CCOCC3)Cc3nnnn3C(C)(C)CC)cc2c1	-6	88	-20	5	-3	-7	104	-4.7	-1	15
Cc1cc(F)ccc1S(=O)(=O)Nc1ccccc1C(=O)Nc1ccccc1-c1nc2ccccc2[nH]1	0	4	-4	4	-12	-20	3.7*	-4.9	-3	/
COCC(C)n1c(SCc2nc(N)nc(Nc3ccccc3C)n2)nc2ccccc2c1=O (centres undefined)	-20	78	-16	5	1	-51	77	-1.2	17	0
CCOC(=O)N1CCN(C(=O)CN(C)S(=O)(=O)c2ccc(OC)c(OC)c2)CC1	2	101	-7	1	0	-24	87	-2.5	2	-6
O=C(/C=C/c1ccc(N2CCCCC2)c([N+](=O)[O-])c1)c1ccc(S(=O)(=O)N2CCCC2)cc1	7	0.7*	3	4	/	-44	0.9*	-4.8	0	/
Cc1nc2oc3c(NCc4ccccn4)ncnc3c2c2c1COC(C)(C)C2	-9	97	-22	4	1	-10	93	-3.0	2	-39
CCCOc1ccc(C(CC(=O)O)NC(=O)c2cccs2)cc1 (centres undefined)	3	98	-2	14	-1	-24	97	-1.4	4	8
O=C(OC(C(=O)Nc1cccc(C(F)(F)F)c1)c1ccccc1)C1CCCCC1 (centres undefined)	-1	8	0	3	-6	-31	21	-3.1	-2	/
COc1cc(CNC2CCCCCC2)cc(OC)c1O	-1	104	13	26	0	-24	93	-1.5	2	2
CSc1ccc2[nH]c(=O)cc(C)c2c1	2	90	-20	5	-1	-7	78	-0.4	3	-29
Cc1ccc(OCc2nc3ccccc3[nH]2)cc1	6	91	7	7	-4	-19	100	-1.8	1	/
Cc1ccc(S(=O)(=O)N2CCOCC2)c2nsnc12	-11	99	4	11	-1	-53	91	-1.4	1	12

The list goes on:
molecule	GALR2 blocker	HCT116 PTEN-null	Yeast life ext	Measles CPE	Phagocyt inh	BB579 growth dn	HCT116 bCat-KO	MRP-1 activ	NPY-Y2 antag	E-sel TNF inh
Cc1ccccc1OCC(=O)N/N=C/c1cccc(Oc2ccc([N+](=O)[O-])cc2[N+](=O)[O-])c1	2	13	4	1	-9	-24	19	-5.8	0	/
C/C(CC(=O)Nc1ccccc1[N+](=O)[O-])=N\NC(=O)COc1ccccc1C	-6	/	0	22	-1	-43	100	0.5	5	-3
CC(=O)Nc1cccc2ncccc12	1	100	3	10	-10	0	93	-2.3	1	7
C/C(CC1(O)/C(=N/O)CCc2nonc21)=N\O (centres undefined)	-5	105	0	0	0	-18	98	-2.0	-2	44
CCOC(=O)Nc1ccc(S(=O)(=O)N2CCOCC2)cc1	0	103	-4	13	0	-8	94	-0.1	1	/
CC1CC2=C(NC(=S)NC2c2ccc(F)cc2)/C(=C/c2ccc(F)cc2)C1 (centres undefined)	-14	63	-5	6	/	-6	57	-2.8	-3	-20
O=C(/C(C=Nc1cccc(C(F)(F)F)c1)=C(/O)c1ccco1)C(F)(F)F	15	85	-1	12	2	-17	84	-2.0	1	/
Cc1nn(-c2ccccc2)c(Cl)c1C1C(C#N)=C(N)OC2=C1C(=O)CCC2 (centres undefined)	10	101	-5	21	2	-66	91	-1.5	3	/
CCOC(=O)c1c(NC(=O)CCC(=O)N2CCOCC2)sc2c1CC(C)(C)OC2	-14	100	-4	18	/	-25	96	-3.1	2	-14
CCN1CCN(C(=O)c2ccc(CN(c3ccccc3)S(=O)(=O)c3ccccc3)cc2)CC1	6	93	1	9	3	-25	84	-3.2	2	8
COC(=O)C1=C(C(=O)c2ccccc2)C(c2ccc(OC)c(OC)c2)Nc2nnnn21 (centres undefined)	-4	104	-6	8	-4	-21	94	-0.6	3	/
COC(=O)Cn1cnc2c1c(=O)n(C)c(=O)n2C	-16	93	/	8	/	3	100	-1.6	3	100*
c1ccc2nc3[nH]cnc3nc2c1	2	91	2	22	-1	-31	81	-1.6	1	6
O=C(Cc1ccccc1[N+](=O)[O-])NCc1ccc2c(c1)OCO2	11	97	2	5	-5	-7	94	-2.9	3	-1
FC(F)(F)c1cccc(Oc2nc(-c3ccccc3)nnc2C(F)(F)F)c1	0	96	-4	7	/	-38	96	1.6	2	30

The list goes on:
molecule	GALR2 blocker	HCT116 PTEN-null	Yeast life ext	Measles CPE	Phagocyt inh	BB579 growth dn	HCT116 bCat-KO	MRP-1 activ	NPY-Y2 antag	E-sel TNF inh
CS(=O)(=O)N(CC(=O)N1CCN(c2ccccc2F)CC1)C1CCCCC1	2	111	-23	10	/	-14	95	-3.2	-3	15
CC1=C(C(=O)Nc2ccc(C)cc2)C(c2ccco2)NC(=O)N1 (centres undefined)	0	97	/	7	/	-4	93	-2.1	1	-28
CCCc1cc(C(=O)NNC(=S)NCc2ccccc2)cs1	-11	89	-12	14	1	-17	92	-2.9	6	-9
Cc1ccccc1N=C1SC(CC(=O)Nc2ccc3ccccc3c2)C(=O)N1Cc1ccccn1 (centres undefined)	-8	41	6	3	5	-51	53	-4.3	0	/
Cc1ccc(C(=O)c2cc([N+](=O)[O-])ccc2N2CCCCC2)cc1C	6	15	-3	5	/	-3	14	-4.2	2	/
Cc1ccc(S(=O)(=O)N2CCCCC2)cc1NC(=O)CCOc1ccccc1	1	94	-6	7	-8	-4	98	0.7	1	-69
Cc1ccc(S(=O)(=O)C2C(=O)N(C)C3(C)CC2c2ccccc2O3)cc1 (centres undefined)	-12	85	0	8	-7	-5	88	0.5	2	/
Cc1cccc(C)c1C(OCCN(C)C)C1CCCCC1 (centres undefined)	-2	55	0	11	-1	-18	56	-4.8	12	/
CCCC(=O)Nc1ccc2c(c1)C(=O)NC2=O	-3	105	-10	9	0	-27	103	-0.6	2	/
CCC(C)(C)NC(=O)CN(Cc1cccs1)C(=O)C(=O)Nc1ccc2c(c1)OCCO2	-4	87	-21	18	0	-30	89	-1.8	3	-50
C=CCNCCOc1c(C)cc(C)cc1Cl	6	98	5	22	-1	-32	89	1.6	8	/
O=C(/C=C/c1c[nH]c2ccccc12)c1cccc2ccccc12	20	32	-10	2	-2	-47	48	-4.2	0	-20
